OXTR potentiator = potentiators of human oxytocin receptor; P30559; CHO-OTR cells, Fluo-8 calcium fluorescence, potentiator mode; 0% = oxytocin EC15, 100% = EC100; activation, % at 3 µM; hit rate 0.061% among 320,000; AID 2445;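 active = activation above that plate's cutoff, the mean activation of tested compounds plus 3 SD, cut at about 6.6% in these data, passing the limit was not always enough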;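 note: 100% uses oxytocin at 75 nM as the full agonist control; some results filed as inactive read as strong as hits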
Target sequence (P30559 whole entry, looked up): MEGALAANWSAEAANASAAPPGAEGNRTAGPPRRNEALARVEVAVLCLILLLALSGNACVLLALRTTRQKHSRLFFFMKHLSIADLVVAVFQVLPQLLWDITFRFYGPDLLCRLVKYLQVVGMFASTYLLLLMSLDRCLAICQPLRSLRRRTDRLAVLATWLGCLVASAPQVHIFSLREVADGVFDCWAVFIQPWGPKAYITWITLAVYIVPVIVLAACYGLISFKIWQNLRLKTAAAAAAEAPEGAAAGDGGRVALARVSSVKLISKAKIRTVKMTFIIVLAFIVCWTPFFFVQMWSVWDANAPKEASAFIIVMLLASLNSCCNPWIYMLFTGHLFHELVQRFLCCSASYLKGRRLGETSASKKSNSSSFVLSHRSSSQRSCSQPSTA
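test system = CHO-OTR cells, human receptor | compound = single-point 3.0 µM | schedule = 6 min compound pre-incubation at room temperature, 100 s kinetic read | signal = Fluo-8 no-wash calcium dye fluorescence, excitation 470-495 nm, emission 515-575 nm | repeats = single well per compound, singlicate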
V1R ag counter = activates human V1a receptor in oxytocin agonist counter-screen | P37288 | CHO-V1R cells, Fluo-8 calcium fluorescence, agonist mode; 0% DMSO, 100% 3 nM vasopressin | activation, % at 3 µM | hit rate 0.25% among 320,000;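 active = activation above the mean activation of all tested compounds plus 3 SD, per screening run, cut at about 20% in these data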;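 note: signal is peak over basal fluorescence ratio across a 100 second FLIPR read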
M1 antag = human CHRM1 antagonism. P11229. CHO-K1 hM1, Fluo-8 calcium fluorescence, ACh EC80 antagonist. inhibition, % at 3 µM. hit rate 1.3% among 360,000. AID 588852;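 active = percent inhibition above its own plate's cutoff, namely the mean of that plate's compound wells plus 3 SD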;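 note: peak over basal fluorescence ratio during 140 s after agonist addition; 0% = ACh EC80 plus DMSO and 100% = DMSO alone without agonist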
TAAR1 antag = antagonists of human TAAR1 | Q96RJ0 | CHO RD-HGA16 TAAR1, Fluo-8 calcium fluorescence, antagonist | inhibition, % at 3 µM | hit rate 1.5% among 360,000 | AID 624466;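 active = inhibition above a per-plate cutoff, the mean inhibition of test compounds on that plate plus 3 SD, cut at about 49% in these data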;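 note: 0% = DMSO plus EC80 beta-PEA response and 100% = DMSO alone without agonist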
Target sequence (Q96RJ0 whole entry, looked up): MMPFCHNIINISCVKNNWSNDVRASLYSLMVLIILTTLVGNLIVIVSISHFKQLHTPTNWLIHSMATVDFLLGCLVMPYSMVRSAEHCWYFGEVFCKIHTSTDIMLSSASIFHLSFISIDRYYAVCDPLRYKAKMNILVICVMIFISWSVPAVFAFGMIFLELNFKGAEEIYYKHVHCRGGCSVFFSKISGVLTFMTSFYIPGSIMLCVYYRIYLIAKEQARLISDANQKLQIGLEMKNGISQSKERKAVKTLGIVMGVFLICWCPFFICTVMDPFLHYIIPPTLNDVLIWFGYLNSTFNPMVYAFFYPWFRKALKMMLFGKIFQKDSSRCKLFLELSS
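Assay system: CHO-derived RD-HGA16 cells stably expressing human TAAR1 plus Gα16. Timing: 140 s kinetic read after compound, 140 s after agonist. Technique: kinetic Fluo-8 calcium fluorescence measurement. Measure: % inhibition of agonist calcium response.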
CHRM1 PAM = human CHRM1 positive allosteric modulation; CHO-K1 hM1, Fluo-8 calcium fluorescence, ACh EC20; 0% = ACh EC20, 100% = maximal ACh; activation, % at 3 µM; hit rate 0.088% among 360,000; AID 588819; in the data active = activation above about 19%, passing the limit was not always enough
TAAR1 ag = human TAAR1 agonism; CHO RD-HGA16 TAAR1, Fluo-8 calcium fluorescence; vehicle wells 0%, saturating PEA agonist 100%; Q96RJ0; hit rate 0.99% among 360,000; AID 624467; activation, % at 3 µM;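 active = activation above the mean activation of all test compounds in the run plus 3 SD, cut at about 38% in these data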
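Assay system – CHO-derived RD-HGA16 cells with stable Gα16 and human TAAR1 · Compound dosing – one-point dosing at 3 µM (nominal) · Incubation – 17-24 h seeding, 75 min 37 °C dye, 30 min RT · Measured by – kinetic Fluo-8 calcium fluorescence · Control set – DMSO vehicle as 0%, PEA at EC100 as 100% · Repeats – single well for each compound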
OXTR ag = human OXTR agonism; AID 2435; hit rate 0.32% among 320,000; CHO-OTR cells, Fluo-8 calcium fluorescence; normalized: DMSO 0%, oxytocin 100%; activation, % at 3 µM;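 active = activation above the mean of all tested compounds plus 3 SD, cutoff set per screening run, cut at about 20% in these data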;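 note: peak over basal fluorescence ratio from a 100 s FLIPR kinetic read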
CHO parental Ca = signal in parental CHO cells, OX1R antagonist counter-screen; parental CHO-K1, ATP-induced calcium, Fluo-8 fluorescence; inhibition, % at 5.6 µM; hit rate 0.63% among 330,000;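 active = inhibition above that plate's mean sample inhibition plus 3 SD, cut at about 26% in these data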;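 note: 0% = ATP-challenged DMSO wells and 100% = DMSO wells without ATP; some compounds past the cut are filed as inactive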
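Material – parental CHO cells · Reagent – ATP stimulus · Compound – single nominal dose of 5.6 µM per compound · Detection – Fluo-8 fluorescence · Read-out basis – percent inhibition of calcium signal · Controls – ATP-challenged DMSO wells low, unchallenged DMSO wells high · Repeats – no replicates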
CHRM1 agonist = agonists of human M1 muscarinic receptor | CHO-K1 hM1, Fluo-8 calcium fluorescence, agonist mode; 0% DMSO, 100% acetylcholine EC100 | activation, % at 3 µM | hit rate 0.33% among 360,000;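 active = activation above the run's mean compound activation plus 3 SD, cut at about 16% in these data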;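 note: peak over basal fluorescence ratio within a 140 s kinetic read after compound addition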
An asterisk follows results filed as active; . = not tested or not shown. No enrichment for hits. About 3.7% of those tested had a hit in this group.

Compound	OXTR potentiator	V1R ag counter	M1 antag	TAAR1 antag	CHRM1 PAM	TAAR1 ag	OXTR ag	CHO parental Ca	CHRM1 agonist
COc1ccc(CNC(=O)[C@H](C)[C@@H]2C[C@@]2(C)[C@@H](NC(=O)OCc2ccccc2)c2ccccc2)cc1OC	-7.4	1.5	.	28.1	.	18.1	0.2	-26.4	.
COc1ccc(S(=O)(=O)N2CC(C(=O)O)Oc3ccccc32)cc1 (configuration not stated)	-6.6	0.2	-7.2	-29.4	8.2	8.6	0.2	9.0	-1.7
O=C(NCC1CCCO1)c1ccc2c(=O)n(-c3ccccc3)c(=S)[nH]c2c1 (configuration not stated)	-9.9	1.9	0.7	-13.1	5.8	5.2	0.3	-5.6	2.7
CN1OC[C@@H]2CN(C(=O)CCc3ccccc3)[C@H](c3cccc(-c4ccccc4)c3)C[C@@H]21	.	.	-21.3	3.5	12.1	4.6	.	.	-4.2
CS(=O)(=O)Cc1ccc(C(=O)NC(c2ccccc2)c2ccccc2)cc1	2.8	0.9	-8.5	-6.7	5.6	1.8	1.6	2.0	-3.5
CCOC(=O)NC(=S)Nc1cccc(C)n1	.	.	-10.8	-16.2	7.6	-0.1	.	.	-1.2
NC(=O)CCn1cnc2ccccc21	-7.2	0.0	-0.1	-18.7	5.0	-0.4	-0.1	1.9	-2.7
NS(=O)(=O)c1cccc(NC(=O)CSc2nc3ccccc3c(=O)n2CCCN2CCOCC2)c1	-4.6	0.1	-11.9	5.2	12.8	0.5	-0.1	-7.7	-8.9
S=C(Nc1ccc(Cl)cc1)N(CCCN1CCOCC1)Cc1ccco1	0.7	1.7	7.5	-5.1	-9.0	-0.2	-0.5	-13.8	-8.6
Cc1cc(C(=O)N/N=C/c2sccc2C)no1	-8.3	2.4	10.0	3.3	-7.3	-1.2	-0.4	7.2	-3.6
CCOC(=O)c1c(/N=C/c2cc([N+](=O)[O-])ccc2O)sc(C)c1C	-4.8	1.7	-1.0	4.6	4.5	9.7	0.8	-8.2	-2.5
CCN(C(=O)CCc1nc(-c2ccccc2F)no1)c1cc(OC)ccc1OC	.	.	-9.9	-7.5	6.6	8.0	.	.	-1.2
Cc1ccc(-c2nn3c(C)nnc3c3ccccc23)cc1S(=O)(=O)N(C)CCO	-1.8	-0.2	-5.9	-11.4	9.0	5.9	-0.7	-7.0	-4.6
Cc1ccc(NS(=O)(=O)c2cc(C(=O)Nc3cccc([N+](=O)[O-])c3)ccc2C)cc1	-13.5	2.2	-3.1	1.5	9.7	1.1	-2.9	-4.9	-3.1
O=C(CCc1nnc(Cc2c[nH]c3ccccc23)o1)NC(C1CC1)C1CC1	-8.4	-0.5	-3.2	2.6	0.5	2.7	-0.2	-13.7	-6.9
O=C(Nc1ccccn1)c1ccc2c(=O)n3c(nc2c1)CCCCC3	-5.5	10.2	-12.9	-3.8	9.9	0.9	0.1	-7.3	-3.4
O=C(CCN1CCN(C/C=C/c2ccccc2)CC1)Nc1ccc(Cl)cc1	-9.2	7.1	-2.1	-18.8	1.2	4.8	10.8	-15.7	-8.2
COC(=O)c1c(C)oc(C)c1S(=O)(=O)NCc1ccco1	3.6	1.7	-3.2	-14.2	6.1	1.6	0.2	-8.8	-2.7
COc1ccc(-c2cn3cc(C)ccc3n2)cc1OC	-16.4	-1.2	-15.0	12.0	9.9	0.0	-1.9	-34.2	-2.2
O=C(CSc1nc(N2CCOCC2)nc(N2CCOCC2)n1)Nc1cccc(C(F)(F)F)c1	0.7	-0.9	-17.1	-21.2	10.0	-0.4	0.2	-11.6	-3.0
CSc1cccc(NC(=O)CSc2nc3ccccc3o2)c1	-0.7	1.8	-22.7	15.6	-1.4	0.0	1.3	-14.6	-0.4
Cc1ccn2c(c1)nc(=S)n2C(=O)c1ccccc1	-0.1	-0.3	-1.6	-14.5	1.4	2.4	0.4	-10.9	-4.3
NNC(=O)c1sccc1OCc1cccc(C(F)(F)F)c1	-11.6	3.5	3.0	21.6	-4.3	2.5	2.3	-39.5	3.9
Cc1nc(-c2ccc(NS(=O)(=O)c3ccccc3)cc2)cs1	-6.2	0.2	3.4	8.9	1.3	10.1	0.8	-6.9	-4.2
CSC1=N/C(=C/c2ccc(-n3cncn3)cc2)C(=O)N1	5.0	0.7	-8.7	-4.8	3.5	-0.8	-0.4	-3.5	-1.6
Cc1c(-c2ccccc2)c(=O)oc2cc(O)ccc12	-0.7	-0.2	-7.5	-7.7	3.4	-1.3	-1.6	0.7	-3.4
COc1cc(SC)ccc1C(=O)NNC(=O)C1COc2ccccc2O1 (configuration not stated)	-2.7	-0.5	-15.1	-6.8	11.1	4.2	-0.7	-16.3	1.4
Cc1ccsc1/C=C(\C#N)C(=O)NCCCN1CCOCC1	2.0	0.6	-5.1	-18.1	5.1	1.0	-0.4	-4.9	-5.6
Cc1ccc(N(C(=O)c2sc(C)nc2C)C(C(=O)NCc2ccco2)c2ccccc2)cc1 (configuration not stated)	-0.4	9.2	4.3	9.9	-6.6	3.5	-1.6	-29.4	-7.4
Cc1c(CCO)c(=O)n(-c2ccccc2)n1S(=O)(=O)c1ccc([N+](=O)[O-])cc1	-8.1	1.1	-1.8	6.2	1.7	9.7	-0.6	-2.2	-5.2
Cc1c(Br)cc(-c2nnco2)cc1Br	5.3	-0.1	1.4	-5.3	3.9	16.9	-1.5	-10.2	-4.5
O=C(CNC(=O)c1cccs1)OCC(=O)c1ccccc1	-0.4	-0.4	16.9	9.1	-7.1	2.5	-0.3	2.2	-3.8
CCCN(C(=O)c1ccc(OCC(C)C)cc1)c1c(N)n(Cc2ccccc2)c(=O)[nH]c1=O	-7.8	-1.0	3.3	-8.4	3.8	0.3	-0.6	-20.6	1.2
CCCNC(=O)C1(C)CCCN(Cc2ccc(C#N)cc2)C1 (configuration not stated)	.	.	-15.8	-21.0	10.2	3.7	.	.	-4.4
COc1ccc(NC(=O)C(=O)N2N=C3CCCCC3C2(O)C(F)(F)F)cc1 (configuration not stated)	-6.2	0.0	-3.3	-9.0	9.3	4.1	-0.3	-6.3	-8.1
COc1ccc(-c2nc3ccc(Cl)cn3c2Cc2cccc(F)c2)cc1OC	.	.	-3.7	-11.6	-7.2	0.3	.	.	-2.8
COc1ccc(C(=O)NC(=S)NNC(=O)CCc2ccccc2)cc1	-16.4	37.5*	-4.6	66.2*	-10.4	108.2*	46.0*	2.3	34.7*
COc1ccc([C@H]2CN(CCc3ccccc3)C(=O)[C@@H]2CC(=O)Nc2ccccc2)cc1	.	.	2.8	20.6	0.0	50.4*	.	.	-5.6
O=[N+]([O-])c1cccc(SSc2cccc([N+](=O)[O-])c2)c1	.	.	-3.2	32.3	9.1	29.2	.	.	10.6
CC(Oc1ccccc1F)C(=O)NNC(=O)c1cc2ccccc2o1 (configuration not stated)	-4.4	0.0	-11.7	-6.1	10.7	-0.4	0.2	1.5	-3.6
Cc1c(C(=O)NN2CCOCC2)oc2ccccc12	-1.7	-0.3	-9.7	-25.4	5.5	5.3	0.5	8.8	-2.5
COc1ccc(NS(=O)(=O)c2cc(NC(=O)c3cnc(C)cn3)ccc2N2CCCC2)cc1	-12.2	-0.9	-6.2	-4.2	5.0	0.9	-2.0	-10.3	-7.2
CN(CC(=O)Nc1ccc(F)cc1)C(=O)c1ccc(N2C(=O)CCC2=O)cc1	-1.9	0.2	7.4	-7.8	-1.6	4.6	0.4	-7.2	-3.1
COc1ccc(CC2=CC(=O)c3ccccc3C2=O)cc1	2.1	-0.8	8.2	33.7	7.3	6.5	-0.3	4.5	-0.6
Cc1cc(C)c(NC(=O)CNC(=O)c2ccc(-n3cncn3)c([N+](=O)[O-])c2)c(C)c1	3.3	0.3	-13.2	-16.7	8.3	2.2	-1.0	-13.0	-3.3
Cc1cnc(C(=O)NCC(c2ccccc2)c2ccccc2)cn1	-1.5	-0.5	-9.1	-15.2	11.0	3.6	-1.8	-2.5	-1.5
COC(=O)N1C(=O)[C@](Cc2ccccc2)(c2ccccc2)N1C(=O)OC	-7.9	0.0	13.1	8.3	-3.6	0.2	0.1	-2.7	0.5
O=C(OCc1nc2ccccc2s1)c1cccc(N2C(=O)CCC2=O)c1	2.1	2.4	-20.6	-16.1	15.5	1.7	2.4	-10.9	-1.1
CC(C)OC(=O)C1C2C=CC3(CN(C(C)c4ccc(Br)cc4)C(=O)C13)O2 (configuration not stated)	1.1	-0.6	-8.0	-17.8	2.0	0.0	1.1	-24.0	-1.0
Cc1ccc(CSc2nnc(SCC(=O)N/N=C/c3ccccc3OCC(=O)O)s2)cc1	5.8	1.0	-18.5	-19.4	-1.1	3.5	2.9	-19.3	-2.1

Carrying on:
Compound	OXTR potentiator	V1R ag counter	M1 antag	TAAR1 antag	CHRM1 PAM	TAAR1 ag	OXTR ag	CHO parental Ca	CHRM1 agonist
Oc1ccc(/C=N/Nc2ccc(C(F)(F)F)cn2)c(O)c1	-7.6	-0.3	16.4	-13.4	1.2	11.6	0.9	-4.0	-2.8
COc1cccc(CNC(=O)c2ccccc2-c2ccccc2)c1	-12.1	8.7	2.3	-6.4	0.2	6.6	6.4	-6.5	2.7
CC[C@H](C)[C@H]1CNC(=S)N1CC1CCN(CCCCc2ccccc2)CC1	.	.	71.3*	-9.0	-31.0	4.3	.	.	-11.3
Cc1cc(NS(=O)(=O)c2ccc(NC(=O)c3ccc(Cl)cc3[N+](=O)[O-])cc2)no1	-1.5	0.5	-5.0	-34.3	5.5	-0.2	0.7	-7.3	-3.0
CC(=O)N[C@@H](Cc1c[nH]c2ccccc12)C(=O)NC1CC1	-10.5	-0.1	-6.5	-1.6	5.4	1.7	0.0	-4.2	3.3
CC(=O)N1c2ccc(S(=O)(=O)N3CCC(C(=O)Nc4cccc(F)c4)CC3)cc2CC1C (configuration not stated)	-12.5	10.9	23.4	4.0	-8.5	8.9	7.7	4.5	1.0
CN(C)C(=O)C(OC(=O)c1ccc2ccccc2n1)c1ccccc1 (configuration not stated)	0.0	0.2	0.8	16.6	1.0	1.2	1.1	-19.4	-2.0
CCOC(=O)CN1C(=O)C2(OCCCO2)c2cc(Br)ccc21	-9.1	-0.4	-8.6	-0.3	2.5	1.6	-1.9	-12.6	-2.6
